From PubChem
TTR transcr act: increases transthyretin transcription | SH-SY5Y TTR promoter Gaussia luciferase, luminescence; 100% = recombinant luciferase protein wells | activation, % at 16.7 µM | 92,000 tested, 1.3% active | AID 1117267;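 active means activation above the mean of all tested compounds plus 3 SD, cut at about 9.5% in these data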;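 further: cells exposed to compounds for one day before reading; 0% = median of all test compound wells on the plate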
Numbers without * were called inactive. Some of the compounds tested, so the mix of outcomes need not match the whole.

Start of the data: the first 6 compounds as a preview:
TTR transcr act	Compound
1.2	O=C(Nc1nnc([C@H]2C[C@H](O)[C@@H](CO)O2)s1)C(c1ccccc1)c1ccccc1
-0.8	CC(=O)NC1CCCCN(C(C)C)C1=O (stereo unspecified)
9.9*	CN(CCc1ccccc1)C(=O)c1cccc(NC(=O)Cc2cccc(NC(=O)C3CCN(C(=O)c4ccccc4)CC3)c2)c1
1.3	Cc1cc(Cl)ccc1NC(=S)NCCCO
1.8	O=C(NC1CCCCC1)Oc1ccccc1
1.1	Cn1ccc2c(-c3ccc(F)cc3)cc3c(c21)C1CCC3C1 (stereo unspecified)

The whole of this part, previewed entries included:
TTR transcr act	Compound
1.2	O=C(Nc1nnc([C@H]2C[C@H](O)[C@@H](CO)O2)s1)C(c1ccccc1)c1ccccc1
-0.8	CC(=O)NC1CCCCN(C(C)C)C1=O (stereo unspecified)
9.9*	CN(CCc1ccccc1)C(=O)c1cccc(NC(=O)Cc2cccc(NC(=O)C3CCN(C(=O)c4ccccc4)CC3)c2)c1
1.3	Cc1cc(Cl)ccc1NC(=S)NCCCO
1.8	O=C(NC1CCCCC1)Oc1ccccc1
1.1	Cn1ccc2c(-c3ccc(F)cc3)cc3c(c21)C1CCC3C1 (stereo unspecified)
-0.3	CSc1nc(-c2ccco2)nn1C(=O)c1ccccc1Cl
-3.1	N/C(=N\OC(=O)c1ccccc1)C(Cc1ccccc1)C(=O)NOC(=O)c1ccccc1 (stereo unspecified)
-0.9	CCOCC(=O)Nc1nc(C)cc(C)n1
-1.6	CCCOc1ccc(F)cc1-c1cc(C(=O)NCc2ccco2)[nH]n1
-5.1	O=C(c1ccc(Cl)c(S(=O)(=O)N2CCCCCC2)c1)N1CCN(c2ccccn2)CC1
1.8	Cc1noc(C)c1COc1ccc(C(=O)N2CCC(C)CC2)cc1
-0.4	Cc1ccc(NC(=S)N2CCCCC2)cc1C
-0.3	COC(=O)c1ccc(C(=O)NC2CC(C)(C)Cc3c2cnn3-c2ccc(F)cc2)nc1 (stereo unspecified)
-1.1	CCn1ncc2c1C(=O)NC1c3ccccc3C(=O)N21 (stereo unspecified)
4.8	c1ccc(Cn2nnc3c(NCC4CCCO4)ncnc32)cc1 (stereo unspecified)
-2.3	COCCCNc1oc(-c2cccs2)nc1S(=O)(=O)c1ccc(C)cc1
-1.0	CC(=O)c1cn(CC(=O)Nc2ccccc2F)c2ccccc12
-1.4	COc1ccc(C2=C(c3ccc([N+](=O)[O-])cc3)C(=O)OC2)cc1
-0.3	CCCC(=O)NC(Nc1ccc(S(=O)(=O)Nc2ncccn2)cc1)(C(=O)OCC)C(F)(F)F (stereo unspecified)
-2.0	COc1ccc(C(=O)c2sc3nc(C)cc(-c4cccs4)c3c2N)cc1
-6.7	O=C(NC(c1ccc(Cl)cc1)c1c(O)ccc2ccccc12)c1ccccc1 (stereo unspecified)
-1.3	CCOCCOCCC(C(=O)OCC)P(=O)(c1ccccc1)c1ccccc1 (stereo unspecified)
-1.8	O=C(Nc1ccc(Cl)cc1)C1CCCCN1S(=O)(=O)c1ccccc1 (stereo unspecified)

Ordered by the number under TTR transcr act (descending): seven of the compounds above.
TTR transcr act	Compound
1.8	Cc1noc(C)c1COc1ccc(C(=O)N2CCC(C)CC2)cc1
-0.3	CSc1nc(-c2ccco2)nn1C(=O)c1ccccc1Cl
-1.1	CCn1ncc2c1C(=O)NC1c3ccccc3C(=O)N21 (stereo unspecified)
-1.4	COc1ccc(C2=C(c3ccc([N+](=O)[O-])cc3)C(=O)OC2)cc1
-1.8	O=C(Nc1ccc(Cl)cc1)C1CCCCN1S(=O)(=O)c1ccccc1 (stereo unspecified)
-2.3	COCCCNc1oc(-c2cccs2)nc1S(=O)(=O)c1ccc(C)cc1
-3.1	N/C(=N\OC(=O)c1ccccc1)C(Cc1ccccc1)C(=O)NOC(=O)c1ccccc1 (stereo unspecified)

Next part.
TTR transcr act	Compound
0.0	Cc1c(C(=O)Nc2ccc(F)cc2)oc2ccc(S(=O)(=O)N3CC(C)CC(C)C3)cc12 (stereo unspecified)
-1.5	O=C(OCC(=O)N1CCCC1)c1c(Cl)cccc1Cl
0.1	CCOC(=O)CSc1nc2sc(C(=O)O)c(C)c2c(=O)[nH]1
1.9	O=C(CC1CC1)Nc1ccc2c(c1)[C@@H]1C[C@H](CC(=O)NC3CCCC3)O[C@@H](CO)[C@@H]1O2
-0.5	CCCC(=O)Nc1ccc2c(c1)nc(CN1CCCCC1)n2C
4.0	CCSc1nnc(NC(=O)C2CCCCC2C(=O)OCC(F)(F)C(F)F)s1 (stereo unspecified)
-2.3	Cc1ccsc1C(=O)Nc1n[nH]c(C(F)(F)F)n1
-1.0	COc1cc(CN2CCCC(N3CCc4ccccc4C3)C2)c(Cl)cc1O (stereo unspecified)
1.6	CC(C)[C@H](NC(=O)c1ccccc1F)C(=O)NNC(=O)c1cccs1
1.4	C=CC(=O)NC1CC2CCC1(C)C2(C)C (stereo unspecified)
3.4	O=c1[nH]c2c(c(=O)[nH]1)OCN(Cc1ccccc1)C2
3.7	CCc1ccc2[nH]c(=O)c(CN(Cc3ccc4c(c3)OCO4)Cc3nnnn3C3CCCC3)cc2c1
0.8	CCCN(CC1CCCO1)C(=O)CCc1nnc(-c2cc(C)on2)o1 (stereo unspecified)
-1.2	O=C(O)CCN1/C(=C/C=Nc2ccccc2)Oc2ccccc21
4.0	Cc1ccccc1Oc1nc2c(C)cccn2c(=O)c1/C=C(\C#N)C(=O)Nc1c(C)n(C)n(-c2ccccc2)c1=O
22.3*	CC(NC(=O)C1CCC1)c1ccc(Br)cc1 (stereo unspecified)
-1.2	O=C(N=NC(=O)c1ccc2c(O)n(C3CCCCC3)c(O)c2c1)c1cccnc1
7.2	COc1ccc(C(=O)COc2nc(C)cc(C)c2C#N)cc1
-1.0	O=C(O)c1ccc(N2C(=O)c3cccc4c(C(=O)O)ccc(c34)C2=O)cc1
-2.5	Cc1cccc(C(=O)N/N=C/c2ccccn2)c1
1.4	ClC1(CNc2ccccc2)CCN(Cc2ccccc2)CC1
-0.6	COc1ccc(S(=O)(=O)N2CCC(O)(c3ccc4c(c3)OCO4)CC2)cc1
-1.9	O=C(OCC(=O)N1c2ccccc2Sc2ccccc21)c1ccc[n+]([O-])c1
3.8	CCN(CC)c1ccc(S(=O)(=O)N2CCOCC2)cc1NC(=O)CSc1cccc[n+]1[O-]
0.6	COCCNC(=O)CSc1nnc(-c2ccccc2)c(-c2ccccc2)n1
1.6	CSCCC(NS(=O)(=O)c1cccs1)C(=O)NCc1cccs1 (stereo unspecified)
4.7	O=C1CC(c2c(F)cccc2Cl)C(n2cncn2)C(O)=C1C1NCCc2ccccc21 (stereo unspecified)
-2.0	O=C(NCCc1ccc2c(c1)OCO2)c1cc(-c2ccccc2)c(N2CCOCC2)s1
3.1	O=C(COc1ccc(S(=O)(=O)N2CCCCC2)cc1)N1CCOCC1
-1.5	Cc1ccc(/C=N/Nc2ccc(F)cc2F)s1
-1.7	CCOc1ccccc1-n1c(CN2CCN(C(=O)c3ccco3)CC2)nc2ccccc2c1=O
-0.2	CN(CCOc1ccc(F)cc1)Cc1ccccc1
3.2	COCCn1nnnc1C(C(C)C)N1CCSCC1 (stereo unspecified)
-2.6	COc1ccc(N/C=C2\CCc3ccccc3C2=O)cc1
0.8	O=C(CN1C(=O)C2CC=CCC2C1=O)Nc1ccc(F)cc1F (stereo unspecified)
6.7	COc1ccccc1C(=O)N1CCN(Cc2nc3cc([N+](=O)[O-])ccc3n2C)CC1
-1.9	CCCN(CC(=O)Nc1ccccc1C)C(=O)c1ccc(-c2ccccc2)cc1
-0.1	Cc1nnc(NC(=O)C2CCCO2)s1 (stereo unspecified)
-1.0	O=C(NCCCO)/C(=C\c1ccco1)NC(=O)c1ccco1
-0.9	COc1cc(-c2ccc(NC(C)=O)c(OC)c2)ccc1NC(C)=O
2.1	O=C(CCc1ccc(F)c(F)c1)NC1CCCN(Cc2ccc(Cl)cc2)C1 (stereo unspecified)
-0.4	Cc1ccc(NC(=S)NC2CCN(Cc3ccccc3)CC2)cc1C
-2.1	N#C/C(=C/c1ccc(N2CCCC2)c([N+](=O)[O-])c1)c1nc2ccccc2[nH]1
11.1*	CCOC(=O)c1c(C=O)c(C)n(Cc2ccccc2)c1C
0.7	CC(=O)c1ccc(OCCCC(=O)NCC(c2ccco2)N(C)C)cc1 (stereo unspecified)
-0.1	CN(C)c1nc(Cl)nc(NCCOc2ccccc2)n1
-1.3	Cc1cc(N2CCN(Cc3cn(C)nc3-c3cccc(Cl)c3)CC2)cc(C)n1
16.4*	Cc1ccc(NCCC(=O)c2cccc([N+](=O)[O-])c2)c(C)c1
-1.0	CCOc1ccc(CCNC(=O)C2CCCN(S(=O)(=O)N3CC(C)CC(C)C3)C2)cc1OCC (stereo unspecified)
-0.6	COc1cccc(Cl)c1NC(=O)N1CCN(c2ccnc3cc(Cl)ccc23)CC1
3.8	COc1ccc(Cl)cc1NC(=O)Nc1ccc(Br)cn1
-2.0	COc1ccc(-c2cc(C(F)F)n3ncc(C(=O)N4CCN(C(=O)c5ccco5)CC4)c3n2)cc1
1.2	COc1ccc(C(=O)N(C)Cc2ccccc2)cc1Br
-5.6	Cc1ccccc1-c1cc(C(=O)Nc2sc(C)c(C)c2C(N)=O)c2ccccc2n1
-0.5	O=C(Nc1cc(C(F)(F)F)ccc1Cl)C(Sc1ccccn1)c1ccccc1 (stereo unspecified)
0.8	O=C(Cn1nnc(-c2cccs2)n1)NCc1cccs1

The listing continues:
TTR transcr act	Compound
-1.7	c1ccc(CSC2=NCCCN2)cc1
-2.3	COc1ccc(N2CCN(C(=O)CCCn3c(=O)[nH]c4cc(Cl)ccc4c3=O)CC2)cc1
-1.8	COc1cc(C(=O)NC(=S)NNC(=O)c2ccc3c(c2)OCO3)cc(OC)c1OC
0.0	COc1ccccc1-c1nnc(NC(=O)c2ccc3ncsc3c2)o1
0.5	CCN(CC(=O)NCc1cccs1)C(=O)/C=C/c1ccc(C)cc1
-0.4	Clc1ccc(Nc2nc(N3CCOCC3)nc(N3CCOCC3)n2)cc1Cl
-1.2	O=C(Nc1ccccc1Br)c1ccc2nccnc2c1
3.8	O=C(COc1ccc(Cl)cc1)NNC(=O)c1ccc(=O)[nH]c1

Records listed so far that bear a hit mark in TTR transcr act:
TTR transcr act	Compound
9.9*	CN(CCc1ccccc1)C(=O)c1cccc(NC(=O)Cc2cccc(NC(=O)C3CCN(C(=O)c4ccccc4)CC3)c2)c1
22.3*	CC(NC(=O)C1CCC1)c1ccc(Br)cc1 (stereo unspecified)
11.1*	CCOC(=O)c1c(C=O)c(C)n(Cc2ccccc2)c1C
16.4*	Cc1ccc(NCCC(=O)c2cccc([N+](=O)[O-])c2)c(C)c1

The list goes on:
TTR transcr act	Compound
4.5	Brc1ccc2[nH]c3c(c2c1)CCC3
-1.2	Cc1ccc2nc(SC(C)C(=O)N3CCCCC3)[nH]c2c1 (stereo unspecified)
-2.6	COC(=O)c1c(NC(=O)CN2CCN(Cc3ccc4c(c3)OCO4)CC2)sc(C)c1C
31.9*	COc1cccc(NC(=O)CN(C)C(=O)c2cc(S(=O)(=O)NCc3ccccc3)ccc2C)c1
1.1	O=C(Nc1ccc(Cl)cc1)C1Cc2c(-c3ccccc3)ccnc2O1 (stereo unspecified)
0.3	COCCNC(=O)CN(c1cc(Cl)ccc1OC)S(=O)(=O)c1ccc(C)c([N+](=O)[O-])c1
-0.4	CC(=O)C(=Nc1cccc(Cl)c1)NNc1ccccc1C
0.2	CCOc1ccc2nc(S(=O)(=O)NC(=O)C3(C)CCN3C(=O)c3cccc(F)c3)sc2c1 (stereo unspecified)
1.5	O=c1ccnc(Nc2ccc(Cl)cc2)[nH]1
-0.3	O=C(CN1CCOCC1)OCCCc1ccccc1
-1.2	CC(C)C[C@H](NC(C)(C)C(=O)NC1CCCCC1)C(=O)NCC(c1ccccc1)c1ccccc1
-0.7	C(=N\n1cnnc1)/c1cccn1-c1ccccc1
0.9	CN(CCCn1ccc(NC(=O)OCc2ccccc2)nc1=O)Cc1ccco1
-0.7	CC1(C)OC(=O)C2=C(C[C@@H](C3CCCCC3)O[C@@H]2c2ccc(Cl)cc2)O1
3.7	O=C(Nc1ccc(Cl)c(Cl)c1)N(CCCN1CCOCC1)Cc1cccnc1
0.9	COc1ccc(C(CNS(=O)(=O)c2cccc(F)c2)N2CCCC2)cc1 (stereo unspecified)
0.3	COC(=O)c1nc[nH]c1[N+](=O)[O-]
-0.9	COCCSc1nnc(NC(=O)CCS(=O)(=O)Cc2ccccc2)s1
-2.5	N=c1n(CC(=O)c2ccc([N+](=O)[O-])cc2)c2ccccc2n1Cc1ccccc1
1.2	O=C(O)C1CCN(C(=O)CSc2nc3ccccc3c(=O)n2-c2ccc(Cl)cc2)CC1
0.2	COC(=O)c1ccccc1NC(=O)CSc1nnc(C(CO)NC(=O)c2ccccc2Cl)n1C (stereo unspecified)
2.6	CC(Oc1ccc(Cl)cc1)C(=O)Nc1ccccc1C(=O)N1CCOCC1 (stereo unspecified)
15.0*	O=C(CSc1ncccn1)N1CCN(Cc2ccccc2)CC1
-0.2	CN1CCN(C=NC2=NN(c3cccc(C(F)(F)F)c3)CC2)CC1
-4.7	CC(=O)c1c(C)cc(C)c(CSc2nnc(-c3ccco3)o2)c1C
-1.8	CCc1ccc(/C=C2\Oc3cc(OS(C)(=O)=O)ccc3C2=O)cc1
-1.5	CCC(C(=O)OCn1nnc2ccccc2c1=O)c1ccccc1 (stereo unspecified)
0.7	CCCS(=O)(=O)c1c(S(=O)(=O)CCC)c2ccc(C(N)=O)cn2c1C(=O)c1ccccc1
-0.9	NC(=O)NN=C(C1CC1)C1CC1
-0.7	Cc1ccc(-c2c[n+](CC(=O)c3cccs3)c3n2CCC3)cc1
-0.5	CCN(CC(=O)NCC1CCCO1)S(=O)(=O)c1ccc(Cl)cc1 (stereo unspecified)
0.6	Cc1ccc(NC(=O)c2ccc(F)cc2)nc1
